Screening data: PubChem, several laboratories
Glyco luc inh: increase of ERlucT glycosylation luciferase signal, primary screen, N-linked glycosylation inhibitor project, D54 ERlucT cells, luminescence, set 2. D54 ERlucT glycosylation luciferase reporter, 24 h; percent of 100 nM tunicamycin response. reporter increase, % at 12.5 µM. actives 0.23% (n = 360,000). AID 588692, 2011;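 active = mean luciferase reporter signal, scaled so untreated is 0 and the glycosylation-blocking control 100, at or above a set limit in every replicate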;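 note: luciferase carries N-glycosylation sites so blocking glycosylation raises the light; 0% = median of neutral control wells and 100% = median of 100 nM tunicamycin wells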
MC4R ag barr: MC4R agonists recruiting beta-arrestin, primary screen, cell-based, luminescence, agonist arm of biased-ligand search; actives 0.98% (n = 360,000); U2OS MC4R beta-arrestin complementation; percent of melanotan II response, DMSO zero; activation, % at 8.9 µM; Melanocortin receptor 4 (Homo sapiens), P32245;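 active = activation above a per-plate cutoff, the mean activation of sample wells on that plate plus 3 SD, cut at about 8% in these data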
Target sequence (P32245 whole entry, looked up): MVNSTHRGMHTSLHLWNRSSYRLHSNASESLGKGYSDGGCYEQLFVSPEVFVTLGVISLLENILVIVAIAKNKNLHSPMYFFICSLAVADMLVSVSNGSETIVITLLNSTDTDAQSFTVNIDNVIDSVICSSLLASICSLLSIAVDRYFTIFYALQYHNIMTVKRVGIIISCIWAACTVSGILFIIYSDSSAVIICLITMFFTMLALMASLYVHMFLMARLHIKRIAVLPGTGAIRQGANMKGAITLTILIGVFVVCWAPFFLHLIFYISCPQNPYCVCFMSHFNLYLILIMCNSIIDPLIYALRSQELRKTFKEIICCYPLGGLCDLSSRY
m5-HT2A agonist: mouse Htr2a agonists via beta-arrestin recruitment, primary screen, cell-based, luminescence; 5-hydroxytryptamine receptor 2A (Mus musculus), P35363; CHO-K1 mHTR2A beta-arrestin complementation; percent of 30 µM serotonin response; activation, % at 7.6 µM; actives 0.66% (n = 360,000);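 active = activation above a run cutoff, the mean activation of all tested compounds plus 3 SD, cut at about 14% in these data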;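 note: 0% = plate median of compound wells and 100% = 30 µM serotonin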
Target sequence (P35363 whole entry, looked up): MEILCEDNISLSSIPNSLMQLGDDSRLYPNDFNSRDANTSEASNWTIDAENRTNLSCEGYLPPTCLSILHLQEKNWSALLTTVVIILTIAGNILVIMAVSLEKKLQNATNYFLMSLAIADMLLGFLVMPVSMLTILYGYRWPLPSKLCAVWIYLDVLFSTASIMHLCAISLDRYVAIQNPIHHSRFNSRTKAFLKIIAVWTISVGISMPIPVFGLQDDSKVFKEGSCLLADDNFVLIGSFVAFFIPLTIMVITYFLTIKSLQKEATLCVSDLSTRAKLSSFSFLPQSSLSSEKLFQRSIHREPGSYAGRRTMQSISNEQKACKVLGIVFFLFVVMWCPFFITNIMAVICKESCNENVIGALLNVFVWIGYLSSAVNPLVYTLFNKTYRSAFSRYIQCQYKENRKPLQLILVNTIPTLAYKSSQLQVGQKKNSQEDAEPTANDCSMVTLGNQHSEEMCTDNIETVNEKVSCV
ABCB6 inh MLPCN: ABCB6 transporter inhibitors, primary screen, K562-ABCB6 cells, flow cytometry, MLPCN library; actives 0.19% (n = 360,000); fluorescence ratio to DMSO, % at 10 µM; K562-ABCB6 porphyrin accumulation, 1 h; active compounds read low; ATP-binding cassette sub-family B member 6 (Homo sapiens), Q9NP58; AID 602162, 2011;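 active = fluorescence ratio to DMSO below 75%, the collection mean minus 3 SD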;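 note: signal is porphyrin accumulated inside mitochondria; 100% equals median channel fluorescence of DMSO control wells; lower ratio means ABCB6 inhibition with less porphyrin fluorescence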
MC4R antagonist: MC4R antagonists of cAMP signaling, primary screen, cell-based, TR-FRET, antagonist arm of biased-ligand search | MC4R-expressing cells, MTII-stimulated cAMP, LANCE TR-FRET | AID 540295, 2011 | inhibition, % at 6.5 µM | actives 0.48% (n = 360,000);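 active = inhibition above its plate's cutoff, the mean of tested wells on that plate plus 3 SD, cut at about 29% in these data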;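 note: 0% = Melanotan II alone and 100% = Melanotan II plus saturating MCL0020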
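material = U2OS cells stably expressing human melanocortin 4 receptor (MC4R) | also added = Melanotan II challenge | dosing = single nominal compound dose of 6.5 µM | detection = TR-FRET with Eu-cAMP and labeled anti-cAMP, 671 nm | replication = singlicate | timing = compound 30 min, challenge 1 h, detection 1 h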
hiPSC survival: enhancers of single-cell hiPSC survival, primary screen, ATPlite luminescence | 100% = ROCK inhibitor wells, 0% = DMSO | actives 0.044% (n = 360,000) | survival enhancement, % at 20 µM; in the data active = survival enhancement above about 18%;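 note: cells exposed to compounds for 16 hours before the ATP read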
ABHD5-PLIN5 inh: ABHD5-PLIN5 interaction inhibitors, primary screen, cell lysate, split luciferase complementation, luminescence; Perilipin-5 (Homo sapiens) + 1-acylglycerol-3-phosphate O-acyltransferase ABHD5 (Homo …; Split G. princeps luciferase complementation, 4 h; inhibition, % at 4 µM; actives 0.78% (n = 360,000);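 active = inhibition above the mean inhibition across every tested compound plus 3 SD, cut at about 22% in these data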;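 note: 0% = DMSO only wells and the 100% control is not disclosed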
Cardio protect: cardioprotection against H2O2-induced cell death, primary screen, uHTS, H9c2 cells, ATPLite luminescence | H9c2 cardiomyocytes, H2O2 injury protection, 2 h | protection from H2O2 cell death, % at 20 µM | actives 0.63% (n = 360,000) | AID 588492, 2011;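 active = compounds giving at least 50% protection of heart cells from peroxide-induced death in the single-dose screen, raw or plate-pattern-corrected value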;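 note: 0% = DMSO wells with peroxide and 100% = DMSO wells without peroxide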
Exocytosis inh: LAMP-1 surface exposure blockers, TALL-104 cells – cell-based, flow cytometry, MLPCN library, primary screen. TALL-104 LAMP-1 surface exposure; cells stimulated with thapsigargin and PMA. AID 651702, 2012. inhibition, % at 10 µM. actives 0.66% (n = 360,000);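 active = inhibition above about 55%, limit read from the data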
aDG glyco up: activators of alpha-DG glycosylation, primary screen, uHTS, Pro5-aDG cells, AlphaScreen; alpha-DG glycosylation AlphaScreen (IIH6); 0% Pro5, 100% B10-LARGE cell signal; activation, % at 10 µM; actives 0.22% (n = 360,000); AID 624168, 2012;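 active = activation of at least 8% versus controls, or a plate z-score of at least 8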;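 note: Pro5 are CHO cells carrying HIG-tagged alpha-DG that lacks glycosylation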
An asterisk follows results filed as active; & = joins results of further samples.

SMILES	Glyco luc inh	MC4R ag barr	m5-HT2A agonist	ABCB6 inh MLPCN	MC4R antagonist	hiPSC survival	ABHD5-PLIN5 inh	Cardio protect	Exocytosis inh	aDG glyco up
CC(=O)c1ccc(N2CCN(C(=O)CCC(=O)c3cccs3)CC2)cc1	-2	0.5	2	101	13	-0.2	2	2	0	0.0
O=C(c1ccc([N+](=O)[O-])cc1[N+](=O)[O-])N1CCN(C(=O)C2CCCO2)CC1 (stereo not drawn)	1	-0.6	-1	95	4	-0.5	-21	-4	-2	0.4
CC1(C(=O)N2CC3(CC(c4cccc(NC(=O)CC(c5ccccc5)c5ccccc5)c4)=NO3)C[C@@H]2C(N)=O)CC1 (stereo partly drawn)	-2	-0.8	3	94	12	-3.5	-6	13	2	-0.1
CC(C)(C)S(=O)(=O)c1ccc2nc3c(n2c1)CCCC3	-1	0.0	1	93	-2	-0.9	-1	-8	3	-0.1
COc1ccc(-c2nc3cnccn3c2NC2CCCCC2)cc1-c1cccc(Cl)c1	-6	0.1	1&-4	114&124	13	-2.8&-1.0	-14&-6	-6	-3&32	3.0&0.2
Cc1c(NC(=O)c2cccnc2C(=O)O)cccc1C(=O)O	1	-0.1	2	103	23	0.3	3	-2	-2	0.0
C#CCOCCOCCOCCNc1nc(N2CCN(C(=O)Cn3cc(CCO)nn3)CC2)nc(N2CCN(C(=O)Cn3cc(CCO)nn3)CC2)n1	6	-1.9	-1	97	1	0.2	-3	8	0	0.0
Cc1cc(S(=O)(=O)NCC(c2ccccc2)c2ccccc2)ccc1-n1cnnn1	-1	1.0	1	109	-6	0.8	16	-6	-1	-0.3
CSCCC(NC(=O)c1ccco1)C(=O)N1CC=C(c2ccccc2)CC1 (stereo not drawn)	0	-3.4	-9	102	11	-0.5	4	2	10	-0.2
COc1ccc(C2/C(=C(/O)c3ccc4c(c3)CC(C)O4)C(=O)C(=O)N2CCN2CCOCC2)cc1 (stereo not drawn)	2	-1.2	-1	100	1	6.8	-3	-13	-3	0.1
CC(=O)c1cccc(NC(=O)N2CCCC2C(=O)NCc2ccc(C)cc2)c1 (stereo not drawn)	1	-1.5	-3	89	0	2.2	-3	4	-2	0.0
COc1ccc(-c2nc(CN3CCN(C(=O)c4ccco4)CC3)c(C)o2)cc1OC	2	-2.1	1	96	5	0.3	1	0	-5	-0.2

Record cards, as listed above. Screens in order: Glyco luc inh | MC4R ag barr | m5-HT2A agonist | ABCB6 inh MLPCN | MC4R antagonist | hiPSC survival | ABHD5-PLIN5 inh | Cardio protect | Exocytosis inh | aDG glyco up
Listed for CC(=O)c1cccc(NC(=O)N2CCCC2C(=O)NCc2ccc(C)cc2)c1 (stereo not drawn) → 1 | -1.5 | -3 | 89 | 0 | 2.2 | -3 | 4 | -2 | 0.0
Listed for CC(C)(C)S(=O)(=O)c1ccc2nc3c(n2c1)CCCC3 → -1 | 0.0 | 1 | 93 | -2 | -0.9 | -1 | -8 | 3 | -0.1

Remaining list, next part.
SMILES	Glyco luc inh	MC4R ag barr	m5-HT2A agonist	ABCB6 inh MLPCN	MC4R antagonist	hiPSC survival	ABHD5-PLIN5 inh	Cardio protect	Exocytosis inh	aDG glyco up
Cc1ccccc1C(=O)N/N=C/c1ccsc1C	3	-0.5	2	96	-1	-0.3	1	0	-2	-0.2
Cc1c(C)c2cc(Cl)c(OCC(=O)NCCCN3CCCC3=O)cc2oc1=O	1	0.4	3	105	0	2.7	5	9	0	0.0
Cc1nc(NC(=O)CN2CCN(c3ccccc3F)CC2)sc1C(=O)N(C)C	0	1.3	1	96	-1	0.3	-3	-4	-2	-0.1
COc1ccccc1-c1cn(S(=O)(=O)c2ccc(C)cc2)nc1N	2	0.5	1	98	-4	0.7	-3	-22	4	0.3
O=C(/C=C/c1ccc(OCCCF)cc1)NCc1cccc(Cl)c1	-4	5.2	1	104	14	-2.3	-3	-22	-14	1.9
N#Cc1cc2c(ccc3ccccc32)oc1=O	-4	-2.4	-2	100	-1	-0.5	-1	1	4	-0.2
CC/C(O)=C1\C(=O)CC(c2ccccc2)CC1=NCCC(=O)O (stereo not drawn)	1	-0.5	-1	92	8	0.0	3	2	-2	-0.1
O=C(CSc1nnc(CNC(=O)c2ccccc2F)o1)NCC1CCCO1 (stereo not drawn)	0	-0.9	0	89	6	0.9	3	-4	0	-0.3
Fc1ccc(Nc2nnns2)cc1	2	-2.5	0	99	6	0.4	-1	-6	-7	0.0
CCOc1ccc2nc(NC(=O)CSc3nc4c(c(=O)n(C)c(=O)n4C)n3C(C)C)sc2c1	6	0.8	-2	94	-36	0.3	-1	-17	0	0.6
COc1cccc(NC(=O)N2CCCC2C(=O)NC2CCCC2)c1 (stereo not drawn)	2	-0.1	-1	90	3	0.0	-11	1	-2	0.0
O=C(NCCc1ccncc1)Nc1ccccc1Cl	0	0.4	-2	98	7	-2.1	6	1	-3	-0.2
COc1ccc([C@@H]2[C@@H]3C(=O)N(C(C)(C)C)C(=O)[C@@H]3[C@]3(Cc4ccccc4)C(=O)N(c4ccc(C)cc4)C(=O)N23)cc1	0	-2.1	2	96	7	0.2	4	-3	4	0.1
Nc1c(N(Cc2ccco2)C(=O)COc2ccccc2Cl)c(=O)[nH]c(=O)n1Cc1ccccc1	1	-3.6	4	100	6	0.1	-3	3	2	-0.3
CN(CC(=O)Nc1ccc(F)cc1)C(=O)c1cc([N+](=O)[O-])ccc1N1CCOCC1	3	-1.3	8	97	2	0.4	5	3	-16	0.0
CCC(=O)NC(Nc1nc(C)cs1)(C(=O)OC)C(F)(F)F (stereo not drawn)	-2	-1.9	4	103	9	3.3	-3	2	1	-0.2
Cc1ccc(C)c(NC(=O)NNC(=O)CCc2ccccc2)c1	1	0.2	10	99	-3	0.0	2	2	-1	-0.3
O=S(=O)(NCc1ccccn1)c1cccc2nsnc12	1	2.3	-2	91	23	-3.5	-3	7	0	-0.2
CCOC(=O)c1cc(C)n(Cc2ccccc2)c1C	0	2.1	-1	99	-11	0.0	-11	-3	5	-0.2
COC(=O)N/N=C/c1cc(C)n(-c2ccccc2)c1C	1	0.0	-1	104	-6	-0.7	-4	-7	-11	-0.2
COCCn1c(SCC(=O)NC(=O)Cc2ccccc2)nc2ccccc2c1=O	2	-0.5	-11	92	5	0.1	-2	2	-1	0.0
COc1ccc(Cc2n[nH]c(=S)n2N)cc1OC	1	-2.6	6	104	12	-0.6	-7	5	1	0.0
C#CCn1cnc2c(oc3ccccc32)c1=O	2	-2.6	-1	108	2	-0.7	-8	-2	-2	0.0
CC(OC(=O)c1cccs1)C(=O)NCc1ccccc1 (stereo not drawn)	0	-1.0	3	97	12	8.3	-4	-4	-1	0.2
CC(C)OCCCN(CC(O)c1ccccc1)CC(O)c1ccccc1 (stereo not drawn)	0	-0.3	-3	90	7	0.5	5	-1	14	0.4
CCCCCSc1nnc2c(n1)OC(c1cccn1C)N(C(C)=O)c1ccccc1-2 (stereo not drawn)	1	-1.5	-1	93	-1	-1.2	-6	-8	4	0.1
O=S(=O)(c1ccccc1F)N1CCN(CCc2ccccc2)CC1	-3	-0.1	-15	93	16	0.9	-10	-5	3	-0.1
O=C(COc1ncnc2ccccc12)Nc1ccc(Cl)c([N+](=O)[O-])c1	2	-2.5	1	99	1	-1.4	-2	-4	-3	0.4
Clc1ccc(-c2n[nH]c3c2CCC3)c(Cl)c1	-2	7.8	1	88	4	-2.0	-2	-3	0	0.7
O=C(Nc1ccc2c(c1)OCO2)c1cnn2c(C(F)(F)F)cc(-c3ccco3)nc12	1	0.8	0	93	7	2.3	2	93*	26	-0.2
CCOc1ccc(NC(=O)C(C)Sc2nccn2C)cc1 (stereo not drawn)	1	-1.1	-4	94	6	-0.5	4	-4	0	-0.1
N#C/C(=C(/O)c1ccc([N+](=O)[O-])s1)c1nc2ccccc2[nH]1	-3	-2.9	-2	91	1	-0.6	-10	-16	19	0.0
O=C(O/N=C\c1ccc(N2CCCCC2)c([N+](=O)[O-])c1)c1cccc(C(F)(F)F)c1	2	-2.6	1	97	-2	4.4	-1	-8	0	-0.4
Cc1csc(NC(=O)c2ccccc2[N+](=O)[O-])n1	5	-2.2	-1	93	8	0.4	0	1	0	-0.2
CCN(C(=O)COC(=O)c1ccccc1Oc1ccccc1)c1c(N)n(Cc2ccccc2)c(=O)[nH]c1=O	2	-1.1	1	98	4	4.1	-7	4	-4	0.2
O=C(NCCS(=O)(=O)N1CCC2(CC1)OCCO2)c1ccccc1	1	-3.0	-4	97	-3	-0.3	-3	1	-3	0.2
C=C1SC(=Nc2c(C)cccc2Cl)N(C(=O)c2sc3ccccc3c2Cl)C12CCCCC2	-4	-2.9	1	98	17	0.8	2	4	-9	-0.1
CCOc1ccc(C(C(=O)NCC2CCCO2)N(Cc2ccccc2)C(=O)c2snc(C(N)=O)c2N)cc1 (stereo not drawn)	-1	-1.4	0	97	7	3.2	0	48	54	0.0
COc1cc(OC)cc(C(=O)NC(=S)NCc2ccco2)c1	1	0.3	0	105	3	1.9	4	7	-3	-0.1
CC(=O)NNC(=O)CCn1c2c(c3ccccc31)CCCC2	-1	0.2	-4	93	13	-0.2	-1	-2	-5	0.0
COc1ccccc1C1OCC(C)(C)CO1	2	-0.7	-1	104	14	0.2	7	6	-17	0.2
COc1cc(/C=C2/CC(C)OC2=O)c([N+](=O)[O-])cc1OC (stereo not drawn)	3	1.0	-2	99	-3	4.2	-3	-6	-3	-0.1
O=C(c1cccc(S(=O)(=O)N2CCOCC2)c1)N1CCN(Cc2ccc3c(c2)OCO3)CC1	1	-2.2	-2	93	8	-0.8	5	-9	-1	0.0
CCCNC(=S)N1CCC(NC(=O)c2ccc(C)cc2)CC1	-1	0.0	-2	99	-1	0.2	4	-2	-15	-0.2
O=[N+]([O-])c1ccccc1-c1cc(-c2ccccc2O)n[nH]1	0	0.1	1	84	-6	1.0	8	-14	-2	1.4
COc1cccc(NC(=S)/C(=C(\[O-])c2cc(C)n(-c3ccccc3F)c2C)[n+]2ccc(N(C)C)cc2)c1	-6	-1.1	-13	97	-2	-4.4	-10	-22	4	-0.4
Cc1ccc(N(C)S(=O)(=O)c2cccc(C(=O)OCC(=O)N(C)Cc3ccccc3)c2)cc1	-2	-0.4	11	95	-9	-2.8	0	-6	-1	0.0
S=c1[nH]nc(-c2cc(-c3ccsc3)n[nH]2)n1-c1ccccc1	3	-3.0	7	99	13	-0.7	-11	0	-5	-0.1
COc1ccc(C(C(=O)NCc2ccccc2)N(Cc2ccc3c(c2)OCO3)C(=O)c2cnccn2)cc1 (stereo not drawn)	0	-1.4	3	97	11	-0.6	5	24	1	-0.1
